# Bcl-W Bim block: disrupts Bim peptide binding to human Bcl-W; bead-based flow cytometry; inhibition, % at 10 µM; actives 0.02% (n = 190,000); AID 952;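 further: 0% = bound tracer without compound and 100% = peptide blocker; higher means less fluorescent Bim peptide bound to Bcl-W beads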
# Target sequence (Q92843 whole entry, looked up): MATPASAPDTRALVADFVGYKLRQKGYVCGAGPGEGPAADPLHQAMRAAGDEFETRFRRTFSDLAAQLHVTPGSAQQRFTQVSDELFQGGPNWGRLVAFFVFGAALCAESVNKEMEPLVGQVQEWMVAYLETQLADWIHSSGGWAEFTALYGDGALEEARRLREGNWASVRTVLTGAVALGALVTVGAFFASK
# RGS8-Gao reg: regulators of human RGS8-Galphao interaction; P09471; multiplexed bead flow cytometry, RGS8-Galphao binding; actives lie on both sides; response (percent of control binding), % at 10 µM; actives 0.34% (n = 220,000); in the data active means response below about 60% or above about 140%; inactive means in between;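 further: Galphao activated as the GDP aluminium fluoride complex binding bead-coupled RGS8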
# RGS4-Gao reg: modulates binding of RGS4 to human Galphao; Multiplexed bead flow cytometry; actives lie on both sides; binding response (% of control), % at 10 µM; actives 0.33% (n = 220,000); in the data active means binding response below about 49% or above about 150%; inactive means in between;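 further: fluorescent Galphao activated with aluminum fluoride binding bead-coupled RGS4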
# Mcl-1 Bim block: disrupts Bim peptide binding to human Mcl-1 | actives 0.1% (n = 190,000) | Bead-based flow cytometry, Bim peptide-Mcl-1 binding | inhibition, % at 10 µM;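 further: 0% = no compound tracer wells and 100% = peptide blocker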
# Bim-Bcl-2: inhibitors of Bim-Bcl-2 interaction, human | P10415 | Bead-based flow cytometry, Bim peptide-Bcl-2 binding | inhibition, % at 10 µM | actives 0.06% (n = 190,000) | AID 950; in the data active means inhibition above about 40%; inconclusive means no clear call, values can overlap the other calls;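 further: 0% = no compound wells with probe peptide and 100% = reference peptide inhibitor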
# Target sequence (P10415 whole entry, looked up): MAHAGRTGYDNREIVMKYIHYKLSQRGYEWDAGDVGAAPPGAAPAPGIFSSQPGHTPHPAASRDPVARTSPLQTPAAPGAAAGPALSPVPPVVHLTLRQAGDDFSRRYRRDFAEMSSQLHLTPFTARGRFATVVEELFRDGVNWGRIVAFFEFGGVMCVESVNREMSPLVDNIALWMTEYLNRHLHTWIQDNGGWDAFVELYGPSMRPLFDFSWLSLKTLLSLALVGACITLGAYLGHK
# RGS7-Gao reg: regulators of human RGS7-Galphao interaction | actives 0.35% (n = 220,000) | Multiplexed bead flow cytometry, RGS7-Galphao binding; actives lie on both sides | AID 1439 | binding response (% of control), % at 10 µM; in the data active means binding response below about 49% or above about 150%; inconclusive means no clear call, values can overlap the other calls; inactive means in between;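 further: fluorescent Galphao held in activated GDP-AlF4 state binding bead-coupled RGS7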
# Bim-Bcl-XL: human Bim-Bcl-XL interaction inhibition | Q07817 | Bim peptide-Bcl-XL binding, bead flow cytometry, fluorescence | inhibition, % at 10 µM | actives 0.04% (n = 190,000) | AID 1007
# Target sequence (Q07817 whole entry, looked up): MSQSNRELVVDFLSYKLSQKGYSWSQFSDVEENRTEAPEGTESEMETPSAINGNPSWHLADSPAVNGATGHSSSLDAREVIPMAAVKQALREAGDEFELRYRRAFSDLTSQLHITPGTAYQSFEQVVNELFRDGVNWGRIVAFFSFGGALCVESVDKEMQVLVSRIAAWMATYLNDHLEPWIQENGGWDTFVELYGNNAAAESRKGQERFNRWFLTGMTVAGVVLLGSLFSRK
# Bim-Bcl-B: inhibitors of Bim-Bcl-B interaction, human | bead-based flow cytometry, Bim peptide-Bcl-B binding | inhibition, % at 10 µM | actives 0.073% (n = 190,000) | AID 951;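 further: 0% = tracer peptide without compound and 100% = reference inhibitor peptide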
# Target sequence (Q9HD36 whole entry, looked up): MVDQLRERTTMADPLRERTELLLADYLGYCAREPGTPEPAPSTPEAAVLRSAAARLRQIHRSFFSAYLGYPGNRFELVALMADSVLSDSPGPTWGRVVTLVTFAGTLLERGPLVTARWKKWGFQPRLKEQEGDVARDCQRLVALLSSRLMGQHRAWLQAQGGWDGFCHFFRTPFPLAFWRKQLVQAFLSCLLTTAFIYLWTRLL
# Bim-Bfl-1: inhibitors of Bim-Bfl-1 interaction, human; inhibition, % at 10 µM; Q16548; actives 0.12% (n = 190,000); Bead-based flow cytometry, Bim-Bfl-1 binding inhibition;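 further: 0% = wells without compound plus tracer and 100% = blocker peptide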
# GSH fluor: GSH bead compound fluorescence profile. GSH beads flow cytometry, compound fluorescence 488/530 nm; hits give high values. AID 1776. actives 0.25% (n = 190,000). fluorescence (KMESF) at 10 µM; in the data active means fluorescence above about 89;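 further: glutathione beads carrying GST-tagged Bcl family fusion proteins plus one bare bead set; values are compound well signal with DMSO vehicle wells as background; inactives centre near 16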
# Mcl1 Bid PPI: disrupts binding of human Mcl-1 to Bid peptide. inhibition, % at 21.7 µM. actives 0.97% (n = 220,000). AID 1021. TR-FRET Mcl-1/Bid-Dy647 peptide binding, 1536-well;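 active means compounds that cut the binding signal by more than half at the single screening dose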;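 further: His-tagged Mcl-1 with europium anti-His antibody binding Bid BH3 peptide; 0% = Mcl-1 plus peptide wells and 100% = peptide-only wells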
# * hit, by the source's call; ? = inconclusive; . = no result given. Unless noted, no stated cut-off is given here; in the data, active means inhibition above about 40%.
no.	molecule	Bcl-W Bim block	RGS8-Gao reg	RGS4-Gao reg	Mcl-1 Bim block	Bim-Bcl-2	RGS7-Gao reg	Bim-Bcl-XL	Bim-Bcl-B	Bim-Bfl-1	GSH fluor	Mcl1 Bid PPI
1	CCOC(=O)C(=O)Nc1ccccc1C#N	-3	107	106	-2	1	103	-2	-1	-1	22	-3
2	CC(N)=Nc1ccc([N+](=O)[O-])cc1	-4	99	102	-1	-2	103	-2	-5	0	10	-21
3	CCOC(=O)C1=C(N)Oc2cc(O)ccc2C1c1cccnc1 (stereo not drawn)	0	99	104	1	-1	102	0	0	-1	9	-75
4	Cc1ccc(-c2noc(CCC(=O)Nc3ccc4c(c3)OCO4)n2)cc1	-6	97	99	-6	-10	99	-9	-10	-18	19	-6
5	N#Cc1c(N)n(-c2ccccc2)c(=O)c2cc([N+](=O)[O-])ccc12	-2	96	93	2	-2	91	-3	-9	-6	16	10
6	CCOC(=O)Nc1ccc([N+](=O)[O-])cc1C	-5	102	99	-4	-9	102	-7	-4	-8	11	46
7	COc1cc(/C=C/C(=O)OCC(=O)NCc2ccco2)ccc1OCC#N	0	100	97	0	-1	?	-2	-6	-4	14	-36
8	CCC(C(=O)NC1CCCCC1)N(CC1CCCO1)C(=O)CNS(=O)(=O)c1ccc(OC)cc1 (stereo not drawn)	-1	100	103	-2	0	99	-1	0	0	15	0
9	O=C(c1ccco1)N1CCN(CCCCN2C(=O)c3ccccc3C2=O)CC1	-1	101	103	3	2	102	0	-4	-7	4	-12
10	COc1ccc2ccccc2c1/C=N/O	0	100	105	0	3	109	0	0	-1	12	-39
11	COc1ccc(Cl)cc1-c1nc(-c2ccc(NC(=O)c3cccs3)cc2)no1	-2	101	100	-1	-4	102	-4	-2	0	7	-97
12	CC(C)(C)[C@@H]1C=C(C(=O)N2CCN(Cc3ccccc3)CC2)O[C@H](OCc2ccc(CO)cc2)C1	-3	101	102	-1	-1	101	-1	-1	-2	17	-18
13	O=S(=O)(NCc1ccccn1)c1ccc2c(c1)OCCO2	-1	97	98	-1	-11	91	0	-8	-14	23	-23
14	O=c1[nH]c(/C=C/c2ccc3c(c2)OCO3)c([N+](=O)[O-])c(=O)[nH]1	-1	99	100	-1	-2	99	-2	0	0	67	-7
15	CCC(C)(C)n1nnnc1C(c1cccnc1)N1CCN(c2cccc(C(F)(F)F)c2)CC1 (stereo not drawn)	-3	100	96	0	0	97	0	0	1	13	-7
16	Cc1cc(N2CCN(c3ccc(F)cc3)CC2)nc2cc(O)ccc12	-1	99	98	-2	-8	98	-5	-7	-12	21	-22
17	Cc1ccccc1NC(=O)CN1C(=O)C2C3CC(C(Br)C3Br)C2C1=O (stereo not drawn)	-12	96	102	-23	-2	119	-21	-67	13	12	11
18	Cc1cccc(C)c1NC(=O)CN1CCNCC1	0	103	101	0	-2	102	-1	-6	-9	36	-18
19	Clc1ccc(Nc2nc(-c3cccnc3)cs2)cc1	4	100	98	-1	-9	97	-7	-9	-8	53	33
20	O=C(NCc1ccc(N2CCCC2=O)cc1)c1cn(Cc2ccccc2)nn1	4	104	105	-1	-1	107	4	-4	-6	38	-17
21	Cc1c(Cl)cccc1NC(=O)CN1CCC(NC(=O)C2CCCCC2)CC1	0	98	93	0	-6	94	-7	-3	-11	45	-39
22	CCCN(CCC)c1c([N+](=O)[O-])c(=O)oc2ccccc12	27	94	91	33	16	89	37	32	33	16	0
23	Cc1csc(SCC(=O)Nc2ccc(S(=O)(=O)N3CCCC3)cc2)n1	-3	103	102	-6	-4	102	-4	-2	0	20	18
24	CCCCOC(=O)C(C)Nc1n[nH]c(=O)[nH]c1=O (stereo not drawn)	-2	98	97	-1	0	99	-5	-1	0	15	7
25	CCCOC(=O)c1c(NC(=O)C2CCCO2)sc(C(=O)OC)c1C (stereo not drawn)	-1	88	102	-15	0	114	-7	-41	32	12	-31
26	CCOc1ccc(C(=O)NCCCN(CC)CC)cc1	-2	107	98	3	-4	96	-3	-3	-4	6	-5
27	Cn1c(=O)c2[nH]c(CNCc3ccccc3Cl)nc2n(C)c1=O	-2	106	100	-3	-7	105	-7	-2	-12	22	-57
28	CCOc1cccc(Oc2ncccc2C(=O)/C(C#N)=C/N(C)C)c1	0	99	95	-2	2	95	2	-1	-2	24	-12
29	O=S1(=O)CCC(n2ncc3c2/C(=C/c2ccccc2)CC3)C1 (stereo not drawn)	1	99	98	-1	-1	?	0	2	-5	10	-16
30	COc1ccccc1N(CC(O)Cn1ccnc1C)S(=O)(=O)c1ccccc1 (stereo not drawn)	-3	98	97	0	0	?	-2	0	-3	12	-31
31	COc1cccc2cc(C(=O)N3CCN(C/C=C/c4ccccc4)CC3)c(=O)oc12	-4	99	99	-7	-11	95	-8	-12	-18	37	-11
32	FC(F)(F)c1nc2ccccc2n2c(-c3c(Cl)cccc3Cl)nnc12	-2	96	95	-1	0	94	0	2	-1	16	-16
33	O=C(CCn1cccc1)Nc1ccc(F)cc1	5	101	106	0	-5	104	-4	-5	-12	42	-21
34	Cc1ccc(NC(=O)Cc2ncc(C(F)(F)F)cc2Cl)cc1Cl	0	113	110	-3	0	113	-6	-6	-1	21	4
35	O=C(NCc1ccco1)c1ccccc1Br	-1	98	103	-5	-13	121	-18	-13	-16	34	-15
36	COCCn1c(SCC(=O)NNC(=O)c2ccc(OC)c(OC)c2)nc2ccccc2c1=O	3	99	100	1	-1	?	0	-6	-7	14	-6
37	CC(C)(c1ccccc1)c1ccc(OCC(O)CNC2CCN(Cc3ccccc3)CC2)cc1 (stereo not drawn)	-5	99	103	-3	-5	102	-6	-5	-4	12	29
38	N#CCc1c(C#N)c(N)nc(N2CCCC(CO)C2)c1C#N (stereo not drawn)	7	100	103	12	8	?	11	13	13	14	14
39	COc1ccc(C2C=C(c3ccccc3)Nc3nnnn32)cc1 (stereo not drawn)	-2	91	94	-2	-7	97	-1	-5	-4	25	-1
40	CCOC(=O)c1ccc(C(=O)OCC)c(NC(=S)Nc2ccc([N+](=O)[O-])cc2OC)c1	-4	101	101	-4	-7	100	-5	-7	-5	12	-80
41	Cc1ccc(C(=O)CNc2ccc(F)cc2)cc1	-3	98	99	-4	0	99	-4	-3	0	4	-56
42	CCOCCCNCc1c(Cl)cccc1Cl	-4	84	108	-8	-1	107	-10	-7	-8	18	7
43	Cc1ccc(S(=O)(=O)c2c(COC(=O)c3cccc(Cl)c3)c(-c3ccccc3)nn2C)cc1	0	101	97	-4	-1	101	0	0	0	24	-23
44	Clc1cccc(NC2=NCCC2)c1	2	102	100	0	-7	97	-5	-8	-13	35	27
45	Cc1noc(C)c1S(=O)(=O)Nc1c(C)n(C)n(-c2ccccc2)c1=O	1	101	101	-1	-2	102	0	1	0	12	-12
46	CCOCC(=O)Nc1nc2ccccc2s1	-1	112	106	-4	1	108	-5	-7	1	17	-5
47	Cc1cc(C)n(CC(O)COCc2ccccc2)n1 (stereo not drawn)	-2	100	99	-3	-10	99	-8	-7	-6	13	-9
48	Cc1ccc(NC(=O)CSc2ncn(-c3ccccc3)n2)cc1C	4	104	108	0	7	108	-3	3	2	27	3
49	O=C(CSc1ncnc2ccccc12)Nc1ccc(N2CCOCC2)cc1	-3	104	102	-3	-19	98	-7	-11	-15	9	-32
50	COc1cc2c(cc1OC)CN(C(=O)CSc1nnc3scc(-c4ccccc4)n13)CC2	-5	105	103	-2	3	105	-4	-13	0	16	-13

# (listing goes on)
no.	molecule	Bcl-W Bim block	RGS8-Gao reg	RGS4-Gao reg	Mcl-1 Bim block	Bim-Bcl-2	RGS7-Gao reg	Bim-Bcl-XL	Bim-Bcl-B	Bim-Bfl-1	GSH fluor	Mcl1 Bid PPI
51	S=C(NCCN1CCOCC1)Nc1cccc(Cl)c1	-5	122	107	-6	-3	104	-5	-12	-1	10	-79
52	COc1cc2c(cc1OC)CN(CC(=O)Nc1cccc(C)c1)CC2	0	103	102	0	-5	99	-4	-5	-14	30	-43
53	COc1cc(Nc2nc3ccccc3n3nnnc23)cc(OC)c1OC	2	102	100	1	-10	102	-2	-6	-12	23	-17
54	COc1ccc(CNCCNC(=O)c2nonc2N)cc1OC	-2	.	.	-1	5	.	-4	-4	4	18	7
55	O=C(CSc1ccccn1)Nc1nc2ccccc2s1	1	101	107	-4	-2	103	-1	-3	0	10	6
56	CC(C)(C)NC(=O)NC(=O)COC(=O)Cn1cnc2ccccc2c1=O	0	101	103	-4	-2	?	-1	-2	-3	12	-8
57	COc1cc(Br)cc(CNc2ccc(F)c([N+](=O)[O-])c2)c1O	0	98	98	2	-1	96	2	-3	-4	11	-19
58	Cc1cc(C(=O)N/N=C/c2ccc(OCc3ccccc3)cc2)c(C)o1	-4	90	92	-3	-2	91	-3	3	-2	24	-18
59	CC(C)NC(=O)C1CCN(C(=O)N(C)C)CC1	0	98	97	0	-8	98	-16	-7	-14	24	3
60	COc1ccc2c(c1)C1CC(C)(NC(=O)C1S(=O)(=O)c1ccc(F)cc1)O2 (stereo not drawn)	-7	102	100	-5	-4	96	-8	-10	-8	13	-8
61	CCOC(=O)c1c(NC(=O)CSc2nnc(-c3ccco3)o2)sc(C(C)=O)c1C	-1	102	100	1	-4	100	-1	-2	0	10	6
62	O=C(NC(Cc1ccccc1)C(=O)O)OCc1ccccc1 (stereo not drawn)	0	102	104	-1	-8	104	-5	-6	-7	24	-25
63	Cc1cc(N=Cc2cc(Br)ccc2O)no1	4	101	103	1	-3	99	-6	-1	1	18	-18
64	Cc1ccc(/C=C/C(=O)N2CCN(S(=O)(=O)c3ccc(C)c(C)c3)CC2)o1	0	96	97	-8	7	98	-3	-20	11	7	2
65	N#C/C(=C\c1ccc(-c2ccc(C(=O)O)cc2)o1)c1nc2ccccc2[nH]1	1	96	98	-3	2	99	7	7	1	10	-79
66	CC1CCC(C(=O)NC(C(=O)NCCN2CCC(C)CC2)C(C)C)CC1 (stereo not drawn)	0	105	105	-1	-5	105	1	-11	-12	21	-14
67	O=C(Nc1ccccc1)NC1CCS(=O)(=O)C1 (stereo not drawn)	1	100	99	1	21	96	0	0	2	22	98*
68	CCc1ccc(C2CC(=O)N(c3cccc(F)c3)C3=C2C(=O)OC3)cc1 (stereo not drawn)	3	99	99	-1	-1	97	-1	0	-5	11	-11
69	CC[N+]1(CC)CC2=Cc3c(ccc4ccccc34)CC2C1 (stereo not drawn)	-2	93	88	1	-3	90	-1	-7	-6	11	-26
70	CCN(C(=O)COc1ncnc2sccc12)c1ccccc1	-3	104	100	1	-5	101	-1	-5	-7	10	-2
71	CS(=O)(=O)N1CCC(C(=O)Nc2ccc(Cl)c(Cl)c2)CC1	-3	101	101	0	0	101	-3	4	0	13	0
72	Cc1cccc(OCC(O)Cn2c(-n3nc(C)cc3C)nc3c2c(=O)[nH]c(=O)n3C)c1 (stereo not drawn)	4	103	102	2	-2	104	0	-1	-10	4	4

# Ordered by the number under Bim-Bcl-XL (high to low): some entries from above
cpd | molecule | Bim-Bcl-XL
65 | N#C/C(=C\c1ccc(-c2ccc(C(=O)O)cc2)o1)c1nc2ccccc2[nH]1 | 7
70 | CCN(C(=O)COc1ncnc2sccc12)c1ccccc1 | -1
71 | CS(=O)(=O)N1CCC(C(=O)Nc2ccc(Cl)c(Cl)c2)CC1 | -3

# Screening data: PubChem BioAssay, several laboratories

# Hits appear at their usual frequency. Share with any hit: about 1.8%.
